# Bcl-B TR3 displacers – displacers of TR3 peptide from Bcl-B, primary screen, selectivity assay for Bfl-1 inhibitor project, biochemical, fluorescence polarization; actives 0.11% (n = 96,000); displacement, % at 20 µM; hits with a dose series show IC50 in µM; FP displacement of FITC-TR3 peptide from Bcl-B; higher % means a stronger effect;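 active = displacement above 50% at 20 µM plus a fluorescence interference ratio under 1.5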;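 also: plate controls were wells without compound for no effect and wells lacking Bcl-B protein for full effect; a part of the inactive calls stands beside numbers as strong as those of hits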
# NFkB transloc pot – enhances IL-1B driven NFkB nuclear translocation; HUVEC IL-1B NFkB p65 nuclear translocation imaging; activation, % at 2 µM; actives 0.3% (n = 94,000); AID 819;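 active = activation above 40%, about the mean plus 3 SD, also judged a hit on visual image review; inconclusive = activation above 40% but not a hit on visual review; inactive = activation not above 40% and no visual hit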;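 also: percent activation is computed from the nuclear over cytoplasmic p65 intensity ratio; values of inactives mirror those of a sister screen read the other way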
# IL1B NFkB inh – blocks IL-1B driven NFkB nuclear translocation in HUVEC cells; HUVEC IL-1B NFkB p65 nuclear translocation imaging; inhibition, % at 2 µM; actives 0.43% (n = 94,000); AID 796;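 active = inhibition above about 30% together with a positive call from visual inspection of the well image, limit read from the data; inconclusive = inhibition above a set limit but visual check negative; inactive = inhibition not above a set limit, visual check negative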;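 also: nuclear over cytoplasmic p65 intensity ratio measured by imaging; 0% = IL-1B stimulated DMSO wells and 100% = unstimulated DMSO wells; values of inactives mirror those of a sister screen read the other way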
# MRP reversal – reverses drug resistance mediated by MRP | H69AR cells + 2 uM doxorubicin, CellTiter-Glo, 72 h | differential viability (reversal), % at 10 µM | actives 0.04% (n = 85,000) | AID 602;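 active = viability drop by adding the cancer drug above about 55%, with treated viability meeting a 40% cutoff, limit read from the data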;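 also: viability without doxorubicin minus viability with 2 µM doxorubicin for each compound; larger differential means the compound sensitizes cells more to doxorubicin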
# PLAP inhibition – inhibition of human placental alkaline phosphatase – biochemical, luminescence, HTS (AID 690); purified PLAP, luminescent substrate; higher % means a stronger effect; inhibition, % at 20 µM, or IC50 in µM where a hit was titrated; actives 0.08% (n = 96,000); in the data active = a potency from the dose series; inactive = the rest, 99 in 100 with inhibition below about 30%; also: strong numbers were not always called active
# MRP reversal cytotoxicity – also measured in MRP reversal; calls as there; viability, %; H69AR cells, CellTiter-Glo, 72 h; measured here: cytotoxicity without doxorubicin
# MRP reversal with doxorubicin – also measured in MRP reversal; calls as there; viability, %; measured here: viability with 2 uM doxorubicin; hits give low values
# IL1B NFkB inh cell count 2 µM – recorded beside IL1B NFkB inh, whose call it bears; cell count; measured here: cells passing quality filter;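 raw number of nuclei counted in each imaged well without normalization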
# NFkB transloc pot cell count 2 µM – second read-out of NFkB transloc pot, no call of its own (marks repeat the call); cell count; measured here: cells passing quality filter
# Starred values were filed as active, the others as inactive; ? = inconclusive; . = no result given. These rows are one share of the data; count on the stated rates, not on these rows.
SMILES,Bcl-B TR3 displacers,NFkB transloc pot,NFkB transloc pot cell count 2 µM,IL1B NFkB inh,IL1B NFkB inh cell count 2 µM,MRP reversal,MRP reversal cytotoxicity,MRP reversal with doxorubicin,PLAP inhibition
CC1CC/C(=C\c2ccc3c(c2)OCO3)C(=O)/C1=C/c1ccc2c(c1)OCO2 (stereo unspecified),-45.0%,-2.5,147,2.5,147,.,.,.,25.8%
O=C(CNS(=O)(=O)c1cccc2nonc12)NCc1ccc(F)cc1,2.2%,.,.,.,.,.,.,.,-0.6%
COc1cc(NC(=O)c2ccco2)c(OC)cc1NC(=O)Nc1ccccc1Cl,7.4%,14.3,215,-14.3,215,-6.7,44.2,50.9,-25.2%
O=C1N2CCSC2=NC1(Nc1nccs1)C(F)(F)F (stereo unspecified),-3.6%,9.9,132,-9.9,132,12.5,94.5,82.1,-29.9%
Cc1ccc(C(C(=O)NC(C)(C)C)N(C(=O)c2csnn2)c2ccccc2F)o1 (stereo unspecified),-5.9%,10.8,99,-10.8,99,-3.3,73.3,76.6,3.8%
CC(C)(C)C(=O)NC(NC(=S)Nc1sc2c(c1C#N)CCCC2)C(Cl)(Cl)Cl (stereo unspecified),5.4%,6.0,135,-6.0,135,.,.,.,3.2%
O=C1C2C3C=CC(C3)C2C(=O)N1c1cccc(N2C(=O)C3C4C=CC(C4)C3C2=O)n1 (stereo unspecified),3.4%,-3.6,171,3.6,171,7.8,100.3,92.5,-1.8%
Cc1ccc(-n2c(SCC(=O)NCc3ccc4c(c3)OCO4)nnc2-c2cccnc2)c(C)c1,-14.5%,8.1,147,-8.1,147,-22.4,35.1,57.5,-44.1%
O=S(=O)(c1ccc(S(=O)(=O)N2CCN3CCCC3C2)cc1)N1CCCC1 (stereo unspecified),1.9%,24.6,159,-24.6,159,-2.5,94.0,96.5,-51.2%
CCOCc1cnc(C)nc1NCC(=O)c1c(C)[nH]c2ccccc12,0.7%,-9.7,166,9.7,166,-8.1,73.0,81.1,7.0%
Cc1ccc(CNC(=O)C2CNc3cc(C)ccc3O2)cc1 (stereo unspecified),-6.5%,-5.4,129,5.4,129,0.9,88.2,87.2,1.8%
Cc1c(C)[n+](=O)c(-c2cccs2)c(C)n1[O-],.,16.4,142,-16.4,142,6.8,104.0,97.1,.
CC(=O)Nc1c(O)[nH]c2ccccc12,-6.5%,4.6,163,-4.6,163,0.7,104.3,103.6,0.3%
OCCN(Cc1ccccc1)CC1CC=CCC1 (stereo unspecified),-2.3%,15.0,85,-15.0,85,10.0,95.6,85.5,3.6%
CN1CCN(CCCNC(=O)c2cn(C3CCCCC3)c(=O)c3c2c2ccccc2n3C)CC1,7.6%,1.0,80,-1.0,80,7.8,88.0,80.2,-64.9%
O=C1C(C=NCc2ccncc2)=C(O)c2ccccc21,3.2%,7.9,177,-7.9,177,8.8,97.3,88.5,17.3%
O=C(O)C1Cc2ccccc2CN1C(=O)c1ccccc1Cl (stereo unspecified),-2.1%,17.2,133,-17.2,133,4.3,97.8,93.4,10.4%
COc1cc(-c2noc(-c3ccco3)n2)cc(OC)c1OC,0.4%,.,.,.,.,2.4,82.1,79.7,16.5%
CCCn1c(SCc2ccccn2)nc2c1c(=O)n(C)c(=O)n2C,-4.2%,.,.,.,.,12.6,89.8,77.1,-27.5%
CCN(CC)S(=O)(=O)c1cccc(C(=O)N[C@H](C(=O)OCC(=O)Nc2ccccc2)C(C)C)c1,-4.2%,2.3,73,-2.3,73,-4.8,79.2,84.0,-58.5%

# 4 of the compounds above, bar-delimited.
molecule | Bcl-B TR3 displacers | NFkB transloc pot | NFkB transloc pot cell count 2 µM | IL1B NFkB inh | IL1B NFkB inh cell count 2 µM | MRP reversal | MRP reversal cytotoxicity | MRP reversal with doxorubicin | PLAP inhibition
COc1cc(NC(=O)c2ccco2)c(OC)cc1NC(=O)Nc1ccccc1Cl | 7.4% | 14.3 | 215 | -14.3 | 215 | -6.7 | 44.2 | 50.9 | -25.2%
O=C1N2CCSC2=NC1(Nc1nccs1)C(F)(F)F (stereo unspecified) | -3.6% | 9.9 | 132 | -9.9 | 132 | 12.5 | 94.5 | 82.1 | -29.9%
Cc1ccc(C(C(=O)NC(C)(C)C)N(C(=O)c2csnn2)c2ccccc2F)o1 (stereo unspecified) | -5.9% | 10.8 | 99 | -10.8 | 99 | -3.3 | 73.3 | 76.6 | 3.8%
CC(C)(C)C(=O)NC(NC(=S)Nc1sc2c(c1C#N)CCCC2)C(Cl)(Cl)Cl (stereo unspecified) | 5.4% | 6.0 | 135 | -6.0 | 135 | . | . | . | 3.2%

# Returning to the listing; the two compounds before the break are reprinted first.
SMILES,Bcl-B TR3 displacers,NFkB transloc pot,NFkB transloc pot cell count 2 µM,IL1B NFkB inh,IL1B NFkB inh cell count 2 µM,MRP reversal,MRP reversal cytotoxicity,MRP reversal with doxorubicin,PLAP inhibition
CCCn1c(SCc2ccccn2)nc2c1c(=O)n(C)c(=O)n2C,-4.2%,.,.,.,.,12.6,89.8,77.1,-27.5%
CCN(CC)S(=O)(=O)c1cccc(C(=O)N[C@H](C(=O)OCC(=O)Nc2ccccc2)C(C)C)c1,-4.2%,2.3,73,-2.3,73,-4.8,79.2,84.0,-58.5%
Brc1ccc2ncnc(Nc3ccc(N4CCOCC4)cc3)c2c1,.,22.7,137,-22.7,137,-29.1,46.2,75.3,12.6%
O=C1C2C3c4ccccc4C(c4ccccc43)C2c2nc3ccccc3n21 (stereo unspecified),.,18.6,134,-18.6,134,5.0,82.6,77.6,.
N#Cc1ccc(OCCN2C(=O)NC3(CCSC3)C2=O)cc1 (stereo unspecified),-5.6%,13.3,120,-13.3,120,-1.8,84.8,86.6,24.6%
CC1CCN(S(=O)(=O)c2ccc3ccccc3c2)CC1,2.8%,14.7,178,-14.7,178,11.8,81.8,70.0,51.2%
COc1ccc(N(CC(=O)NC2CCCCCC2)S(=O)(=O)c2c(C)nn(C)c2C)cc1,-2.4%,?,.,-46.6,147,21.7,90.3,68.6,-34.2%
c1cc2c(cc1C1CCCN1)OCCCO2 (stereo unspecified),-0.3%,-5.8,170,5.8,170,13.4,98.3,84.9,15.0%
CC(C)NC(=O)CC(=O)N/N=C/c1ccccc1F,-4.4%,10.9,153,-10.9,153,.,.,.,3.5%
COC(=O)c1ccc(CSc2nc3ccccc3c(=O)n2-c2ccc(OC)c(OC)c2)o1,-7.9%,28.9,84,-28.9,84,28.8,94.1,65.3,-74.5%
CCC(C)(C)n1nnnc1C(c1ccc2ncccc2c1)N1CCCC(C)C1 (stereo unspecified),.,24.8,149,-24.8,149,-13.7,66.5,80.2,.
COc1cccc(-n2c(Cc3cc(=O)[nH]c(=O)[nH]3)nnc2SCC(=O)N2CCCCCC2)c1,-0.7%,-9.9,173,9.9,173,1.0,93.7,92.6,-66.3%
Cc1ccc(C)c(OCC(=O)Nc2ccc(S(=O)(=O)N3CCN(C)CC3)cc2)c1,.,28.4,117,-28.4,117,2.8,92.0,89.2,.
c1ccc(Cc2ccc(OCCn3cncn3)cc2)cc1,-3.3%,1.2,157,-1.2,157,8.5,99.9,91.4,-33.5%
O=C(Cc1csc(Nc2nc(=S)[nH]c3ccccc23)n1)NCc1ccccc1Cl,-4.4%,-3.1,165,3.1,165,.,.,.,-25.9%
CCOc1ccc(C(C)=O)cc1CN1C(=O)NC2(CCCCC2C)C1=O (stereo unspecified),6.7%,3.7,125,-3.7,125,-8.0,77.0,85.0,1.6%
COC(=O)Nc1ccc(S(=O)(=O)N(C)CC(F)(F)C(F)F)cc1,-5.3%,-4.5,79,4.5,79,5.9,80.3,74.5,3.2%
CC(C)c1ccc(C(O)c2cnc(C(C)C)n2C)cc1 (stereo unspecified),-6.4%,6.3,85,-6.3,85,8.1,94.4,86.3,-27.1%
O=c1c(N2CCOCC2)nsn1Cc1ccccc1,-8.9%,8.1,154,-8.1,154,5.0,89.2,84.2,12.5%
O=C(NCCOc1ccccc1)c1cncc(Br)c1,6.5%,0.6,163,-0.6,163,.,.,.,-1.0%
Cc1ccc(CN/C=C/C(=O)c2ccc(Br)cc2)cc1,3.3%,-20.3,160,20.3,160,-8.2,102.6,110.7,-0.3%
Cc1ccccc1C(=O)NNC(=O)C(=O)Nc1cccc(Cl)c1C,-3.1%,17.6,177,-17.6,177,.,.,.,-65.6%
O=C(Cn1cnc([N+](=O)[O-])n1)NCc1ccccc1,-11.1%,4.0,197,-4.0,197,.,.,.,-3.7%
O=[N+]([O-])c1ccc(Sc2nccn2Cc2ccccc2)cc1,-5.8%,-2.4,113,2.4,113,.,.,.,-3.3%
Cc1nn(CCC(=O)NNC(=S)Nc2cccc(Cl)c2)c(C)c1[N+](=O)[O-],.,17.1,152,-17.1,152,8.6,90.4,81.8,.
Cc1cc(C)n2nnnc2c1C#N,-1.5%,-10.6,121,10.6,121,-9.5,95.1,104.5,8.8%
CCc1nnc(SCc2cn3c(C)cc(C)nc3n2)n1N,3.1%,2.6,172,-2.6,172,4.8,99.1,94.3,-14.4%
Cc1cc(C)n(S(=O)(=O)c2cccc(Cl)c2Cl)n1,5.4%,14.9,135,-14.9,135,-5.7,96.1,101.8,9.2%
Cc1ccc(Cn2c(C(=O)NCCCN3CCOCC3)cc3sccc32)cc1,-1.6%,.,.,.,.,-3.8,66.2,70.0,-42.7%
CCOC(=O)N1CCC(n2c(=S)[nH]c3ccccc3c2=O)CC1,-0.2%,-12.8,70,12.8,70,-26.1,68.9,95.0,18.8%
Cc1ccc(S(=O)(=O)NCCC2(C(C)C)CCOC(C)(C)C2)cc1 (stereo unspecified),6.9%,8.4,190,-8.4,190,13.9,87.9,74.0,-8.7%
O=C(c1ccco1)N1CCN(C(=O)C2CCCN(S(=O)(=O)Cc3ccccc3)C2)CC1 (stereo unspecified),2.9%,9.1,168,-9.1,168,.,.,.,-84.3%
CC1CCCN(c2nc3c(c(=O)n(C)c(=O)n3C)n2CCSc2nc3ccccc3o2)C1 (stereo unspecified),-8.6%,-3.0,104,3.0,104,24.9,50.7,25.8,-29.8%
COC(=O)C(CCCCNC(=O)OCc1ccccc1)NC(=O)CN (stereo unspecified),-5.3%,-8.5,66,8.5,66,10.3,90.2,80.0,-1.5%
C(=N\Nc1nn[nH]n1)/c1ccccc1,1.9%,4.7,161,-4.7,161,4.6,88.8,84.2,5.4%
COc1c(N)c2ccccc2[nH]c1=O,5.4%,.,.,.,.,4.8,89.1,84.3,8.6%
O=C(Nc1nc(-c2ccc(S(=O)(=O)N3CCCC3)cc2)cs1)C1COc2ccccc2O1 (stereo unspecified),-10.3%,-13.3,158,13.3,158,2.8,76.8,74.0,-29.6%
CCN(CC)C(=O)CN(C)S(=O)(=O)c1cccc2nsnc12,8.1%,6.8,128,-6.8,128,0.2,86.5,86.3,-6.2%
Cc1ccc(-c2ccc(=O)n(CC(=O)Nc3cccc(C(=O)N4CCN(C)CC4)c3)n2)cc1,-1.5%,-9.2,94,9.2,94,-0.9,78.2,79.1,-32.3%
O=C(COC(=O)c1c2ccccc2cc2ccccc12)Nc1ncc(C(F)(F)F)cc1Cl,-20.8%,19.5,177,-19.5,177,16.3,96.5,80.2,-27.9%
COc1ccc(OCc2cccc(C(=O)Nc3cc(C)on3)c2)cc1,.,4.7,113,-4.7,113,2.0,79.5,77.4,.
COc1ccc(-c2csc(N(CC3CCCO3)C(=O)c3ccc(C)cc3)n2)cc1 (stereo unspecified),.,-7.5,77,7.5,77,26.9,99.3,72.4,.
O=C(CSc1nnc(-c2ccc3c(c2)OCCO3)o1)NC1CCCCC1,-1.7%,-10.1,127,10.1,127,-2.4,82.7,85.2,10.6%
O=C(CSc1nnc2ccccn12)N1CCc2ccccc2C1,-1.4%,.,.,.,.,-12.2,100.5,112.8,3.1%
Cc1nc2ccccc2n1CC(O)COC1CCCCC1 (stereo unspecified),.,20.6,129,-20.6,129,5.7,99.5,93.8,.
OC(CNCC1CCCO1)Cn1c2ccc(Br)cc2c2cc(Br)ccc21 (stereo unspecified),.,-3.4,109,3.4,109,-0.3,1.1,1.4,.
Cc1ccc(C(=O)NCC(=O)NCC(=O)OCC(=O)c2ccc([N+](=O)[O-])cc2)cc1,17.5%,-3.7,108,3.7,108,.,.,.,-2.0%

# Source: PubChem
